T cell HTS – T cell immune modulation candidate. calls only at 7 µM. 2C CD8+ T cell-vesicle binding, flow cytometry; stronger effect = lower value. 330,000 tested, 0.068% active;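 active = response, share of CD8 T cells binding vesicles, and their 90th percentile fluorescence all below set limits, cut at about 80% in these data, passing the limit was not always enough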
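incubation = binding step 1.5 h, 37 °C, antibody labelling 20 min, ice | test system = 2C mouse CD8+ T cells | read-out basis = percent CD8+ FL2 mean versus row control | controls = Peptide-free naked vesicles (low) and QL9 vesicles with 0.7% DMSO vehicle (high) | detection = flow cytometry of vesicle-bound cells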
Autophagy HCS – alters autophagy in cells; MEF GFP-LC3 puncta imaging; test concentration mostly 10 µM; calls only at 10 µM (by protocol); 190,000 tested, 0.98% active; AID 463193;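 active = percentage of spot-positive cells more than 3 SD above its plate mean, without a fluorescence outlier flag or 80% toxicity; inconclusive = no clear call, values can overlap the other calls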;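 note: spot-positive cell cutoff set from DMSO-treated cells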
Myeloid diff MLP – promotes myeloid progenitor differentiation; ER-HoxA9 myeloid progenitors, lysozyme-GFP differentiation, flow cytometry; calls only at 10 µM; 360,000 tested, 1% active;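 active = normalized GFP-positive differentiation at or above the plate's own cutoff, the solvent-only control mean plus 3 SD; inconclusive = no clear call, values can overlap the other calls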;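 note: cells exposed to compound for four days before flow analysis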
Ins promoter up – MIN6 insulin promoter up-regulation; AID 1625; 190,000 tested, 0.3% active; MIN6 insulin promoter-GFP reporter, high-content imaging; stronger effect = higher value; z-score at 5 µM;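 active = z-score above 3 at 5 µM with at least 500 cells counted in the well; inconclusive = wells under 500 cells, flagged as cytotoxic or low count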
WT yeast gro inh – growth inhibition of WT yeast, mitochondrial fusion screen; mitochondrial fusion phenotypic screen, WT strain; AID 1362; inhibition, % at 10 µM; 190,000 tested, 2.1% active; in the data active = inhibition above about 58%; tested in S. cerevisiae
MT stabilize HCS – microtubule stabilizers in HeLa cells | % tubulin-high responders, % at 10 µM | HeLa tubulin immunostaining HCS, 24 h; share of cells brighter than vehicle mean+2SD | AID 2205 | 200,000 tested, 0.83% active;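 active = plate Z-score above 3 for both tubulin-high and condensed-nucleus cell shares, with cell loss under 80%, at 10 µM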;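 note: anti alpha tubulin signal scored within the nucleus-defined area of each cell; some results filed as inactive read as strong as hits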
b-catenin transl – beta-catenin nuclear translocation modulation | HeLa beta-catenin nuclear translocation, immunofluorescence imaging | nuclear translocation activity, % at 5 µM | 190,000 tested, 0.3% active;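 active = nuclear translocation activity above 50% at 5 µM, with a well cell count of 50 or more; inconclusive = wells under 50 cells across six images, flagged as toxic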;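 note: per-cell ratio of nuclear to cytoplasmic median beta-catenin stain intensity; plate controls were DMSO negative control for no effect and GSK-3 inhibitor IX positive control for full effect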
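Signal – beta-catenin immunofluorescence imaging with DAPI · Test system – human HeLa cell line · Dosing – 5 µM primary single dose, 0.1% DMSO, 0.02–20 µM confirmation series · Measure – % activation, nuclear-to-cytoplasmic median beta-catenin signal ratio per cell · Incubation – 24 h compound exposure at 37°C, 5% CO2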
West Nile virus CPE – inhibition of WNV-induced cytopathic effect – cell-based, CPE readout (AID 1621) | CPE inhibition, % at 10 µM, or IC50 in µM where a hit was titrated | West Nile virus-infected cells, CPE inhibition; higher % means a stronger effect | 290,000 tested, 0.02% active; in the data active = a potency from the dose series; inconclusive = CPE inhibition mostly from about 3.7% at the one dose, without a potency; inactive = the rest, 99 in 100 with CPE inhibition below about 2.2%; note: strong numbers were not always called active
Lipid droplet – modulators of hepatic lipid droplet formation. AML12 mouse hepatocytes, oleate lipid droplets, BODIPY imaging. inhibition, % at 6.5 µM. 240,000 tested, 0.4% active. AID 1656;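 active = lipid droplet intensity inhibited by at least 50%, with more than 500 cells counted; inconclusive = wells with under 300 cells, treated as cytotoxic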
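Test system: AML12 mouse liver cells; schedule: overnight exposure; technique: high-content imaging of BODIPY-stained droplets and DAPI nuclei; read-out: % inhibition of corrected integrated BODIPY droplet signal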
WT yeast gro inh mutant strain – recorded beside WT yeast gro inh, whose call it bears; inhibition, %; mitochondrial fusion phenotypic screen, mutant strain inhibition
Ins promoter up cell count – second read-out of Ins promoter up, no call of its own (marks repeat the call); cell count; measured here: cytotoxicity, nuclei count;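 total cells summed across four imaged fields per well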
Lipid droplet cells 6.5 µM – also measured in Lipid droplet; calls as there; cell count; measured here: cell count, cytotoxicity flag;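 cells counted across two imaged fields per well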
b-catenin transl cell count 5 µM – also measured in b-catenin transl; calls as there; cell count; measured here: cell count, cytotoxicity flag
T cell HTS vesicle-bound % – further read-out of T cell HTS, marked with its call; double positive events, %; measured here: CD8+ vesicle-bound cell fraction;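 binding gate set so that unloaded-vesicle control wells show 10% double positive cells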
MT stabilize HCS Hoechst-high % – also measured in MT stabilize HCS; calls as there; % Hoechst-high responders; measured here: nuclear condensation Hoechst responders;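 share of cells brighter than vehicle mean plus two SD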
MT stabilize HCS cytotoxicity % – further read-out of MT stabilize HCS, marked with its call; toxicity, %; measured here: cytotoxicity by cell density;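 0% = mean cell density of plate MIN control wells and 100% = no cells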
Autophagy HCS cell loss 18 h – further read-out of Autophagy HCS, marked with its call; toxicity, %; measured here: cell loss, nuclei count;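 cell loss after 18 h compound exposure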
Myeloid diff MLP GFP+ MAC1+ % – also measured in Myeloid diff MLP; calls as there; GFP+ MAC1+ double positive, %; measured here: differentiation confirmed by MAC1 staining
* = called active by the depositor; i = inactive; ? = inconclusive; / = no result given; + = active, no number.

SMILES	T cell HTS	T cell HTS vesicle-bound %	Autophagy HCS	Autophagy HCS cell loss 18 h	Myeloid diff MLP	Myeloid diff MLP GFP+ MAC1+ %	Ins promoter up	Ins promoter up cell count	WT yeast gro inh	WT yeast gro inh mutant strain	MT stabilize HCS	MT stabilize HCS Hoechst-high %	MT stabilize HCS cytotoxicity %	b-catenin transl	b-catenin transl cell count 5 µM	West Nile virus CPE	Lipid droplet	Lipid droplet cells 6.5 µM
N#Cc1ccccc1NC(=O)CN1CCN(c2ccccn2)CC1	i	44	/	/	i	0.7	/	/	/	/	/	/	/	/	/	-0.4%	-27	820
Cn1nc(C(F)(F)F)c(/C=N/OC(=O)c2ccccc2Cl)c1SCc1ccccc1Cl	i	30	i	12	i	0.2	-0.52	1934	7	1	3.0	2.6	2.2	-0.2	1039	-1.6%	-13	561
Cc1ccc(-c2cc(=O)c3cc(C)ccc3[nH]2)cc1	/	/	i	-6	i	0.5	0.07	1122	-7	-4	17	16	22	/	/	0.9%	17	748
O=C(CNC(=O)c1cccc(OC(F)F)c1)OCc1cc(=O)n2cc(Br)ccc2n1	i	22	i	5	i	0.5	1.8	1536	-7	2	3.7	2.6	5.5	-0.8	1055	-0.8%	-3	510
COc1ccc(Cl)cc1C(=O)CSc1nc(N)cc(N)n1	i	47	i	5	i	1.2	0.67	1195	-7	-4	3.7	2.1	6.6	-2.7	963	-0.5%	/	/
CCOC(=O)NC(=O)CSc1nc2ccccc2[nH]1	i	24	i	-2	i	0.5	1.2	1651	12	14	4.9	2.3	7.3	0.1	974	-0.6%	20	707
CC(CNC(=O)CN1C(=O)COc2ccc(S(=O)(=O)N3CCCCC3)cc21)c1ccccc1 (stereo unspecified)	i	2	/	/	i	4.5	/	/	/	/	/	/	/	/	/	0.2%	-5	695
CCCn1c(SCC(=O)N2CCCc3ccccc32)nc2c1c(=O)n(C)c(=O)n2C	i	33	i	1	i	3.1	1.2	1604	/	/	2.1	2.0	1.8	0.1	1164	/	/	/
c1ccc(C2OCC3(CO2)COC(c2ccccc2)OC3)cc1 (stereo unspecified)	i	44	i	0	i	2.7	-0.35	1556	-14	-17	0.8	1.6	9.3	0.2	1288	0.0%	/	/
CCC(C)(C)NC(=O)C(c1ccc(OC)cc1)N(C(=O)CCC(=O)Nc1cc(C)on1)c1ccc(OC)c(OC)c1 (stereo unspecified)	i	54	/	/	i	3.9	/	/	/	/	/	/	/	/	/	-0.3%	2	751
O=C(c1ccc2c(c1)OCO2)N(CC1CCCO1)C1(C(=O)NC2CCCC2)CCCCC1 (stereo unspecified)	i	23	i	11	i	0.4	0.09	1756	23	11	3.6	1.8	6.2	0.1	1017	-1.0%	-10	671
CCOc1ccc(/C=C/C(=O)Nc2ccc(N3CCOCC3)cc2)cc1	i	42	i	23	i	0.4	0.46	1309	-9	0	2.9	2.3	3.7	0.1	1459	/	/	/
COCCCN1C(=O)C(=O)/C(=C(/O)c2ccc(OC)cc2C)C1c1cccnc1 (stereo unspecified)	i	40	i	-16	i	0.7	0	1613	1	21	4.5	2.5	2.1	-0.5	1301	0.3%	/	/
Cc1ccc(C2=NN(Cc3nnc(-c4ccccc4)o3)C(=O)SC2)cc1	i	39	i	4	i	0.6	-0.05	1182	1	8	4.0	3.9	6.3	-0.7	585	-2.0%	9	617
CCOC(=O)N1CCN(S(=O)(=O)c2ccc(C(=O)Nc3nc4ccc(F)cc4s3)cc2)CC1	i	7	i	12	/	/	-0.6	1025	-22	-1	7.2	6.2	1.1	3.7	1346	/	/	/
COc1ccc(N2C(=O)c3cccc4cccc(c34)C2=O)cc1	i	61	/	/	i	0.7	/	/	/	/	/	/	/	/	/	-0.8%	2	827
CCN(C(=O)COC(=O)c1ccccc1Nc1cccc(C)c1C)C1CCS(=O)(=O)C1 (stereo unspecified)	i	57	i	11	i	1.5	/	/	15	-4	2.3	1.3	9.1	/	/	-0.1%	/	/
O=C(COc1ccccc1Cl)NCc1ccco1	i	46	i	-1	i	1.1	/	/	3	2	3.7	3.8	6.7	1.0	973	0.0%	-2	595
COc1ccc(C2C(C(=O)N3CCN(C)CC3)c3ccccc3C(=O)N2C2CCCCC2)cc1 (stereo unspecified)	i	38	i	-7	i	1.3	0.4	1645	-4	-14	4.9	3.3	5.3	-0.8	1202	-0.4%	/	/
CCOC(=O)NC(=O)CSc1nc(C)cc(C)c1C#N	i	15	i	23	i	0.3	-0.02	1116	-10	-13	1.4	2.2	3.0	-8.7	1103	0.2%	/	/
CCOc1ccc(C2CC(c3c(O)c4ccccc4oc3=O)=NN2c2ccccc2)cc1OC (stereo unspecified)	i	13	+	22*	i	1.0	/	/	-6	-4	2.3	1.6	8.1	2.4	470	-0.3%	-10	679
O=C(/C=C/c1cccs1)N1CCC2(CC1)Oc1ccc(Cl)cc1C(=O)C21CC(c2ccccc2)=NO1 (stereo unspecified)	i	31	/	/	i	0.7	-0.39	967	/	/	/	/	/	1.1	1344	1.1%	27	670
O=C(NC(=S)NCC1CCCO1)c1ccccc1[N+](=O)[O-] (stereo unspecified)	i	40	i	-5	i	0.2	-0.19	1435	-18	9	1.8	1.9	5.8	-0.1	1038	-0.1%	-1	595
O=C(COc1ccc(-c2ccccc2)cc1)N/N=C/c1cc(O)ccc1Br	i	25	i	-2	i	0.5	-0.78	1447	96*	94*	5.9	1.6	10	3.2	1036	0.6%	-6	633
Cc1ccc(N2CC(C(=O)Nc3ccccc3C(=O)N3CCOCC3)CC2=O)cc1 (stereo unspecified)	i	10	/	/	i	1.3	/	/	/	/	/	/	/	/	/	0.3%	-15	810
Cc1nc2sc(C(c3ccc(F)cc3)N3CCOCC3)c(O)n2n1 (stereo unspecified)	i	34	i	1	i	0.5	-0.48	1560	-40	-24	4.6	1.4	4.8	0.0	1394	-0.2%	/	/
COC(=O)c1cn(C(=O)c2ccc(F)cc2)c2ccccc12	i	33	/	/	i	0.4	/	/	/	/	/	/	/	/	/	-0.2%	-2	845
CCCCc1cc(=O)oc2cc(O)ccc12	i	49	i	-9	i	0.2	0.35	1424	-7	-6	4.8	1.4	5.9	0.0	1562	-0.2%	-11	674
COc1ccc(C2c3[nH]c4ccccc4c3C[C@H]3C(=O)N(c4ccccc4C(=O)N4CCC[C@H]4C(=O)O)C(=O)N23)cc1 (stereo partly specified)	i	21	/	/	i	3.0	/	/	/	/	/	/	/	/	/	-0.4%	-7	787
CCOC(=O)n1c(O)c(N=NC(N)=S)c2cc(C)ccc21	i	26	/	/	i	0.7	0.14	1100	/	/	/	/	/	0.4	1275	0.3%	-3	649
Cc1ccc(OCC(=O)Nc2ccc(S(=O)(=O)N3CCOCC3)cc2)c(Br)c1	i	67	/	/	?	/	/	/	/	/	/	/	/	/	/	-0.5%	-7	810
O=C(CC1(C(=O)O)CCCC1)N1CCOCC1	i	39	i	-8	i	1.2	-0.38	1067	21	-4	2.1	1.0	6.8	-6.4	1263	0.0%	5	793
Cc1cc(C)c(NC(=O)C2CCCN2C)c(C)c1 (stereo unspecified)	i	11	i	-2	i	2.2	0.47	1604	-7	-9	2.0	1.5	2.5	-2.6	1363	-0.3%	/	/
Cc1cc(-c2ccc(C)c(S(=O)(=O)Nc3cccc(CN4CCCC4)c3)c2)on1	i	48	/	/	i	0.0	/	/	/	/	/	/	/	/	/	0.0%	-10	706
CSCCC(NC(=O)c1cccc(C)c1)C(=O)Nc1sccc1C(N)=O (stereo unspecified)	i	43	/	/	i	1.1	/	/	/	/	/	/	/	/	/	-0.1%	10	819
N/C(=N\OC(=O)COc1ccc(Br)cc1)c1ccncc1	i	43	i	-3	i	0.4	0.83	1323	-12	-8	3.9	2.9	3.4	/	/	-0.4%	2	650
Cc1ccc(C)c(Nc2nc3ccccc3n3cnnc23)c1	i	10	/	/	i	0.3	/	/	/	/	/	/	/	/	/	-0.8%	23	684
Cc1ncc(CO)c2c1Oc1nc(-c3ccccc3)nc(SCC(=O)N3CCCCC3)c1C2	i	39	/	/	i	0.7	/	/	/	/	/	/	/	/	/	0.0%	-6	644
COc1cc(S(=O)(=O)NC2CCCC2)ccc1-n1cnnn1	i	30	/	/	i	3.5	/	/	/	/	/	/	/	/	/	-0.4%	-3	785
O=C1c2ccccc2NC(c2ccc(F)cc2)N1Cc1ccco1 (stereo unspecified)	i	41	i	-10	i	3.1	-0.45	1584	-2	2	1.6	1.7	7.4	1.5	1367	-0.1%	/	/
NNC(=O)CNc1ccccc1Cl	i	61	i	5	i	0.2	-0.08	1659	-8	-10	2.2	1.2	8.2	-0.6	960	0.7%	-2	740
CC(=O)N(C)c1nc(-c2ccc(Cl)cc2)cs1	i	22	i	3	i	2.7	1.2	1235	16	4	3.4	1.7	2.9	-4.2	1125	0.6%	-3	855
O=C(CSc1nnc(CNc2ccc(F)cc2)o1)N1c2ccccc2Sc2ccccc21	i	8	i	13	i	0.8	/	/	-4	-10	1.9	1.2	12	/	/	0.8%	/	/
